Assay outcomes (PubChem BioAssay)
S100A4 MyoIIA: inhibitors of human S100A4 binding to myosin IIA peptide; P26447; S100A4/TAMRA-MyoIIA peptide fluorescence polarization; inhibition, % at 10.7 µM; hit rate 0.14% among 360,000;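 active = mean inhibition of at least 70% across replicates, with every replicate also reaching that level; inconclusive = mean inhibition reaches 70% but some replicates fall short; inactive = mean inhibition below 70%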
Target sequence (P26447 whole entry, looked up): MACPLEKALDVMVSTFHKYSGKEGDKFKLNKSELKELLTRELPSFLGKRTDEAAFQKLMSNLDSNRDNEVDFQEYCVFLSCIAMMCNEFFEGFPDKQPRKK
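assay system = human S100A4 monomer with TAMRA-labelled myosin IIA peptide | also added = labelled myosin peptide probe, 5 nM | incubation = 5 min between mix addition and reading | control set = DMSO and TFP controls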
ERp5 block: ERp5 (human) disulfide isomerase inhibition. Q15084. ERp5 insulin aggregation, absorbance 650 nm, 90 min. inhibition, % at 9.99 µM. hit rate 0.05% among 350,000. AID 651711;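 active = mean replicate inhibition above about 25%, with every replicate also reaching it, limit read from the data, passing the limit was not always enough; inconclusive = only one of those two criteria met; inactive = neither criterion met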
Target sequence (Q15084 whole entry, looked up): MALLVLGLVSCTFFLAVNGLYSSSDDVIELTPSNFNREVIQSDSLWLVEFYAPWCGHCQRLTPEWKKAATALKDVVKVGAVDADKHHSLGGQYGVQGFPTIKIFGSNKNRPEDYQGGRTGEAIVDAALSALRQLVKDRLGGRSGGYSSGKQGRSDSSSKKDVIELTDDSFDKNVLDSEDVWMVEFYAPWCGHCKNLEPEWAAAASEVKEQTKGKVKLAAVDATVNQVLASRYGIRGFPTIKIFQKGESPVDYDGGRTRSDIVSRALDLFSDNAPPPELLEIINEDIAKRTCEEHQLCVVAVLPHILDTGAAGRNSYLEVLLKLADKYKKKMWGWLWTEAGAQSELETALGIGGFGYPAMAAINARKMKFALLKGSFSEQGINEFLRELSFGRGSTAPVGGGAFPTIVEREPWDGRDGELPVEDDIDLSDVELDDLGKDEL
E-sel inducer: induces E-selectin expression in human endothelial cells; HUVEC E-selectin immunofluorescence imaging; normalized: neutral wells 0, TNF-alpha wells 100; activation, % at 7.58 µM; hit rate 0.37% among 260,000; AID 686992;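 active = mean E-selectin-positive cell signal at least 10% of the positive control, reached in at least 60% of replicates, without over 20% cell loss; inconclusive = no rule given, readout overlaps actives, possibly toxicity-flagged; inactive = the rest, including those meeting only one limit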;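 also: in these data hits start at about 27%; measured in HUVEC primary endothelial cells; signal is the percent of cells scored E-selectin positive by PE staining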
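System: HUVEC, human umbilical vein endothelial cells; quantity: 3,000 cells/well; buffer or medium: EGM-2 medium, gelatin-coated wells; dosing: single-point compound dose; detection: immunofluorescence imaging; evaluation: % PE-positive cells; benchmarks: TNF-alpha, DMSO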
DENV2 CPE: DENV2-induced cell death inhibition | DENV2-infected cells, cytopathic effect rescue, plate reader | CPE inhibition, % at 9.99 µM | hit rate 1.7% among 350,000 | AID 651640; in the data active = CPE inhibition above about 20%, passing the limit was not always enough; inconclusive = no clear call, values can overlap the other calls; tested in BHK-21 cells;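 also: 0% = median of neutral control wells and 100% = median of positive control wells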
PglD inh: PglD (C. jejuni) enzyme inhibition. hit rate 0.098% among 360,000. AID 602405. inhibition, % at 12.5 µM. purified PglD enzyme, DTNB colorimetric CoA detection; in the data active = inhibition above about 16%, passing the limit was not always enough; inconclusive = no clear call, values can overlap the other calls; also: strong numbers were not always called active
Statin myotox sup: protects C2C12 myotubes from simvastatin toxicity. ATP luminescence, 48 h; scaled: DMSO 0, geranylgeraniol control 100. rescue of ATP level, % at 7.49 µM. hit rate 0.78% among 330,000. AID 602340;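 active = mean ATP rescue above about 67%, or every replicate alone reaching that limit, limit read from the data, passing the limit was not always enough; inconclusive = no clear call, values can overlap the other calls; inactive = mean under the limit and some replicate under it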;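 also: myotubes were challenged with 10 µM simvastatin during compound exposure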
SIRT5 block: inhibitors of human sirtuin-5 desuccinylase | Purified SirT5, succinyl-peptide AMC, trypsin-coupled fluorescence | AID 652115 | hit rate 1.1% among 330,000 | inhibition, % at 15 µM; in the data active = inhibition above about 15%; inconclusive = no clear call, values can overlap the other calls
Target sequence (Q9NXA8 whole entry, looked up): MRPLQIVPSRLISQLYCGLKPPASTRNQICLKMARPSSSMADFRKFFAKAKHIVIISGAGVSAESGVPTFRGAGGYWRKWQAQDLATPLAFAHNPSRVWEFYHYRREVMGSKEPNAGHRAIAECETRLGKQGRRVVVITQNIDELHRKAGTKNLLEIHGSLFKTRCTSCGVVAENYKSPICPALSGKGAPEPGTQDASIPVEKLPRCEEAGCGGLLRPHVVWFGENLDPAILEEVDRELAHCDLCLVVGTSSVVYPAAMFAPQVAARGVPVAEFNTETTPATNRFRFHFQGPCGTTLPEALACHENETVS
An asterisk follows results filed as active; ? = inconclusive; / = no result given; & = joins results of further samples; ! = repeats disagree. A portion of the library; the hit share may differ from the screen's.

Screens in order: S100A4 MyoIIA	ERp5 block	E-sel inducer	DENV2 CPE	PglD inh	Statin myotox sup	SIRT5 block
O=C(C[C@H]1CC[C@@H](NC(=O)CC2CC2)[C@@H](CO)O1)NCc1ccccc1
    0	0	-0.1	4	/	/	-1
O=C(COC(=O)Cc1ccsc1)NCc1ccc(Cl)cc1
    -1	-1	14	13	/	/	0
CN(C)c1ccc(C=C2C=C(c3ccccc3)OC2=O)cc1
    8	-10	0.0	-6	-5	1	/
CN1C(=O)c2cc(NC(=O)c3ccc(C(F)(F)F)cc3)ccc2OC[C@@H]2O[C@H](CC(=O)O)CC[C@H]21
    -5	3	0.1	10	0	0	-4
Cc1ccc(S(=O)(=O)NC2CC2)s1
    -1	3	-0.4	4	1	-9	-1
Cc1cccc(N2CCN(C(=O)CNC(=O)Cc3ccccc3)CC2)c1C
    -5	3	/	3	0	2	-14
N#C/C(=C/c1cccc(O)c1)C(=O)NCc1ccc(Cl)cc1
    -6	-1	-0.1	0	1	32	-2
N/C(=N\OC(=O)COc1ccc([N+](=O)[O-])cc1)c1cccnc1
    -9	3	/	1	/	/	-8
CCCCN(C(=O)c1cccc(S(=O)(=O)N2CCN(Cc3ccccc3)CC2)c1)c1ccccc1
    1	-1	0.0	14	1	-12	-4
COc1ccccc1CNC(=O)CSc1nnc2c(n1)[nH]c1ccc(F)cc12
    -3	3	0.0	-3	1	-2	-7
C[C@@H](CN1C2=NC[C@@H](Cc3ccccc3)N2C[C@H]1Cc1ccc(O)cc1)NC(=O)CCC1CCCCC1
    -1	-3	-4.5	?	/	/	-2
COc1cccc(C(=O)Nc2ccc3c(c2)C(=O)N(C)C[C@H](OC)[C@@H](C)CN(CC2CC2)[C@H](C)CO3)c1
    0	-3	0.1	-11	-1	6	6
O=C(COC(=O)C12CC3CC(CC(Br)(C3)C1)C2)Nc1cccc(S(=O)(=O)N2CCOCC2)c1
    3	-6	-0.2	5	/	/	-1
CCOc1ccc(NC(=O)COC(=O)Cn2nc(C)c([N+](=O)[O-])c2C)cc1OCC
    2	/	1.6	?	-6	46	-3
OC[C@@H]1CN(Cc2ccc3c(c2)OCO3)C[C@H](n2cnc3c(NC4CCC4)ncnc32)O1
    0	4	-0.6	-1	-2	3	-1

Additional records:
Screens in order: S100A4 MyoIIA	ERp5 block	E-sel inducer	DENV2 CPE	PglD inh	Statin myotox sup	SIRT5 block
Fc1ccc(NC(=S)NC2CC3CCC(C2)N3Cc2ccco2)cc1 (stereo not drawn)
    2	7	2.0	8	1	-4	-1
COc1ccc(C(=O)Nc2ccc(N3CCN(C(=O)c4ccccc4)CC3)cc2)cc1[N+](=O)[O-]
    -1	-4	/	-1	/	/	1
CCOc1ccccc1CNC(=O)c1ccc2c(c1)N(CC)CCS2
    2	-2	1.3	-1	-6	27	-2
CC(Cl)C(=O)c1c[nH]c2ccccc12 (stereo not drawn)
    1	-1	0.7	/	/	/	3
Cc1csc2ncc(C(=O)NCCc3ccccc3)c(=O)n12
    -3	9	0.1	-7	-6	5	/
COc1ccc2c3c([nH]c2c1)[C@@H](CO)N(C(=O)c1cccnc1)CC31CN(C(=O)c2cccnc2)C1
    -9	3	-0.3	0	/	/	3
C[C@@H]1CN([C@@H](C)CO)C(=O)c2cc(NS(=O)(=O)c3ccc(Cl)cc3)ccc2O[C@H]1CN(C)C(=O)Nc1ccccc1
    3	1	-14	2	5	28	10
O=C(O)CCC(=O)Nc1sc2c(c1C(=O)Nc1cccc3ccccc13)CCCCC2
    /	/	-1.1	/	-3	4	/
CCCNC(=O)N1C[C@@H](O)COC[C@@H]2O[C@H](CC(=O)N3CCCCC3)CC[C@H]21
    8	-2	0.2	4	-3	23	0
O=C(O)CCC(=O)Nc1ccc(-c2nnc(-c3ccco3)o2)cc1
    0	-3	10	?	-4	/	-20
CCOCc1nnc(NC(=O)C2c3ccccc3Oc3ccccc32)s1
    -2	0	/	-3	-2	8	-1
C[C@@H]1CN([C@H](C)CO)S(=O)(=O)c2ccc(-c3cccc(C(=O)N(C)C)c3)cc2O[C@H]1CN(C)C(=O)Nc1ccc(F)cc1
    -3&0&2	-2&-7&18	-0.1&0.0	27*!	4&-3&1	-5&1&-8	-4&-2&1
CC(C)CC(NC(N)=O)C(=O)NCCc1ccc(Cl)cc1 (stereo not drawn)
    -4	4	0.2	0	/	/	-3
COc1ccccc1C(=O)NCCC(=O)NCc1ccncc1
    4	-4	/	3	-2	3	-1
CCOc1ccccc1OCC(=O)Nc1nc2ccccc2[nH]1
    2	2	-2.5	?	/	/	-1

The results go on:
Screens in order: S100A4 MyoIIA	ERp5 block	E-sel inducer	DENV2 CPE	PglD inh	Statin myotox sup	SIRT5 block
CC(=O)N1CCN(S(=O)(=O)c2cccc(C(=O)OCC(=O)NCc3ccccc3Cl)c2)CC1
    0	1	-0.1	8	1	-4	/
COc1ccc(Cl)cc1NC(=O)CN(C)C(=O)/C=C/c1ccco1
    -1	4	/	3	1	-1	1
C[C@@H]1CN([C@H](C)CO)C(=O)c2cccc(NC(=O)Nc3ccc(C(F)(F)F)cc3)c2O[C@H]1CN(C)C
    -11	-2	/	-3	7	12	-1
CC(C)(C)OC(=O)CC[C@]12N=C(c3ccc(OCCCO)cc3)O[C@H]1c1ccccc1CN(Cc1ccccc1)C2=O
    -8	2	/	0	6	/	9
COc1ccccc1-n1cn[nH]c1=S
    1	4	1.0	6	3	/	-1
Cc1cc(/C(N)=N/OC(=O)c2ccc(Cl)cc2)no1
    -9	-1	2.8	-2	-3	3	-2
O=C(N[C@@H]1CC[C@@H](CCNC(=O)c2ccccc2F)O[C@H]1CO)c1cnccn1
    2	2	-0.1	7	3	-4	3
Cc1csc(NC(=O)c2cncc(Br)c2)n1
    0	4	/	5	/	/	/
Cc1cc(C(F)F)nn1CC(=O)NCc1ccco1
    -13	-4	/	/	/	/	-5
Cc1c(C)c2ccc(OCC(=O)N3CCC(C(=O)O)CC3)c(C)c2oc1=O
    -2	-3	/	-1	1	-15	/
COc1ccc(CCNS(=O)(=O)c2cc3c4c(c2)CCN4C(=O)CC3)cc1OC
    -5	-4	2.1	-6	/	-13	2
C[C@H](CO)N1C[C@H](C)[C@H](CN(C)S(C)(=O)=O)Oc2c(NS(=O)(=O)c3ccc(F)cc3)cccc2C1=O
    7	-2	0.4	3	1	/	-5
CCNC(=O)C1(C)CCCN(C(=O)c2oc3ccccc3c2C)C1 (stereo not drawn)
    2	1	0.6	-2	0	-11	0
COCc1ccc(C(=O)N2CCCC(C(=O)c3ccc(SC)cc3)C2)o1 (stereo not drawn)
    3	5	-0.2	2	-1	-3	2
Cc1ccccc1CN1CCN(CC(=O)NC(C)c2ccccc2)CC1 (stereo not drawn)
    0	6	/	27*	-1	24	/

Continued.
Screens in order: S100A4 MyoIIA	ERp5 block	E-sel inducer	DENV2 CPE	PglD inh	Statin myotox sup	SIRT5 block
Cn1cnc(S(=O)(=O)N2CC[C@@H]3[C@H]2c2cc(-c4ccccc4)ccc2N[C@@H]3CO)c1
    1	-3	3.2	4	2	-10	0
CCN1CCN(C(=O)CN(CC)S(=O)(=O)c2ccc(F)cc2)CC1
    -4	-2	-1.3	0	2	/	-4
Oc1c(Br)cc(Br)cc1C=NCc1ccccc1
    0	2	/	2	/	/	3
COc1ccc(/C=N/NC(=O)C(=O)N2CCCCCC2)cc1O
    0	4	1.2	17	-7	-7	0
CCCCNC(=O)c1cn(CC(C)C)c(=O)c2c1c1ccccc1n2C
    8	8	/	-2	0	-4	-4
C[C@@H]1CN([C@@H](C)CO)S(=O)(=O)c2ccc(C3=CCCC3)cc2O[C@H]1CN(C)C(=O)CN(C)C
    -13	7	-0.3	-2	-2	0	4
CCn1c(N)cc(=O)[nH]c1=S
    -6	6	-0.2	1	/	/	/
C[C@@H]1CN([C@H](C)CO)C(=O)c2cccc(NS(=O)(=O)c3cccs3)c2O[C@H]1CN(C)Cc1ccncc1
    -9	20	-5.1	-1	2	20	1
Cc1nc(-c2ccc([N+](=O)[O-])cc2)c(-c2ccccc2)o1
    -4	1	-0.1	-2	5	-1	-1
COC(=O)[C@@H]1C(c2c(OC)cc(OC)cc2OC)=NO[C@H]1C(=O)OC
    -6	0	-1.4	-1	0	0	-6
CCSc1nnc(Cc2cc(=O)[nH]c(=O)[nH]2)n1-c1ccc(F)cc1
    0	-3	0.0	-3	/	0	2
CCOC(=O)C(C)Sc1nnc(Cc2cc(=O)[nH]c(=O)[nH]2)n1-c1cccc(OC)c1 (stereo not drawn)
    3	2	/	-5	3	-12	/
CC(C)NC(=O)N1C[C@@H]2[C@H](c3ccccc31)[C@@H](CO)N2C(=O)c1ccncc1
    16	-8	-0.3	9	-3	-9	0
Cc1noc(C)c1S(=O)(=O)Nc1ccc2c(c1)CC(=O)N([C@@H](C)CO)C[C@@H](C)[C@H](CN(C)Cc1ccc(C(=O)O)cc1)O2
    -20	-6	-0.7	-10	0	20	-4
CN(C)C(=O)c1cccc(-c2ccc3c(c2)[C@@H]2[C@@H](CCN2C(=O)c2cnccn2)[C@@H](CO)N3)c1
    /	/	-0.2	/	4	-8	/

Next results follow.
Screens in order: S100A4 MyoIIA	ERp5 block	E-sel inducer	DENV2 CPE	PglD inh	Statin myotox sup	SIRT5 block
CO[C@H]1CN(C)C(=O)c2ccc(NS(C)(=O)=O)cc2OC[C@H](C)N(Cc2nccs2)C[C@@H]1C
    -1	3	-0.2	0	1	1	0
O=c1c(O)c(-c2cccs2)oc2ccc(Cl)cc12
    2	-9	/	-3	5	2	1
O=C(C[C@@H]1CC[C@@H](NC(=O)Cc2cccnc2)[C@H](CO)O1)Nc1ccc(-c2ccccc2)cc1
    127*	-3	0.6	?	-5	13	7
Cc1ccc(S(=O)(=O)N2CCCN(c3nccc(C(F)(F)F)n3)CC2)cc1
    -9	0	/	13	9	/	-4
Cc1ccc(C)c(N2CCN(C(=O)CNS(=O)(=O)c3cccs3)CC2)c1
    -2	1	/	-5	-5	0	1
C/C(=N\OCC(=O)Nc1ccc(OC(F)(F)F)cc1)c1ccc2c(c1)OCCO2
    1	6	/	108*	/	2	1
O=C(O)CCN1C(=O)/C(=C2\C(=O)N(Cc3ccc(F)cc3)c3ccccc32)SC1=S
    3	5	/	4	5	19	1
CCOC(=O)N1CCN(C(=O)CSc2nc(CC)nc3c2c(=O)n(C)c(=O)n3C)CC1
    7	-5	-0.1	-9	0	-2	-1
COc1ccc(-c2nc3c4ccccc4[nH]c(=O)n3n2)cc1
    /	/	-0.8	/	3	12	/
Cc1cc(C)c(C#N)c(SCCN2CCCCC2)n1
    -4	0	-1.7	0	-8	-8	2
CN(C(=O)CSc1ncnc2ccccc12)C1CCCCC1
    -1	-1	-0.1	4	3	4	0
